# Assay outcomes deposited in PubChem by National Center for Advancing Translational Sciences (NCATS).
# TR SRC2 fluor cs = Texas Red fluorescence interference in TRb-SRC2 counter-screen | TRb/SRC2 Texas Red total fluorescence interference | Potency, µM (series often up to 106 µM), for inactives: top-dose fluorescence change, negative = quenching | 280,000 compounds, 0.29% hits | AID 1479; active = well fitted curve in either direction with a large enough effect; inconclusive = small, poorly fitted or top-dose-only effect
#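 Human TRβ ligand-binding domain (0.6 uM) and Texas Red SRC2 peptide (20 nM) in Tris buffer with 1 uM T3 and 5% DMSO were incubated with pinned compound for 5 hr at ambient temperature. Total fluorescence was computed as S + 2P (555/632 nm).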
# L3MBTL1 block = blocks human L3MBTL1 | Potency, µM (top dose mostly 57.1 µM), for inactives: top-dose activity, negative = inhibition, hits mostly inhibitors | Q9Y468 | AID 485360 | AlphaScreen L3MBTL1–H3K9me1 peptide binding | 230,000 compounds, 0.66% hits; note: nearly all actives have a fitted effect of over 60% in size
# Target sequence (Q9Y468 whole entry, looked up): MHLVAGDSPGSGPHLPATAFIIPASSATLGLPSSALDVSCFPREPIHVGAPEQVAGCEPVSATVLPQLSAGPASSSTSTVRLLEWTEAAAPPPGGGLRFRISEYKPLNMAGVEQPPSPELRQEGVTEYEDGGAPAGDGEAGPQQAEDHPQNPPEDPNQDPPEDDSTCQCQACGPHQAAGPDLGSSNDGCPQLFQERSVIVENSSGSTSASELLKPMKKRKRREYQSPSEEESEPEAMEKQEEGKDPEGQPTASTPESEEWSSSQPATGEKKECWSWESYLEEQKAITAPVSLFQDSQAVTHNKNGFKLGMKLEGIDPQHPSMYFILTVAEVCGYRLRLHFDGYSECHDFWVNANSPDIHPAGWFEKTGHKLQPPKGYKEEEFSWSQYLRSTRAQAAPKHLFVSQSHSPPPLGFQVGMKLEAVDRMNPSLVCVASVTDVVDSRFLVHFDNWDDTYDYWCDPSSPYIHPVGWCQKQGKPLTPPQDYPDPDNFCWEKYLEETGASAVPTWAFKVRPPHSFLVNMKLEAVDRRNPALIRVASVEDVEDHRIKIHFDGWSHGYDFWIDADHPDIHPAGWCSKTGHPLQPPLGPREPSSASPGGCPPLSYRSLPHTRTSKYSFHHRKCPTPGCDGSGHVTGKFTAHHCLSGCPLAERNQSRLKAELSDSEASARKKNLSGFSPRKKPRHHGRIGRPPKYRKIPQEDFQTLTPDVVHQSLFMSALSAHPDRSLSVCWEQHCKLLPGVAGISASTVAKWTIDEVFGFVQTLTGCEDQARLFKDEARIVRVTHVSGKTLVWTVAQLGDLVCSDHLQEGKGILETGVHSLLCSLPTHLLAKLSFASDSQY
#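 AlphaScreen assay: L3MBTL1 (50 nM final) was preincubated 30 min at room temperature with biotinylated H3(1-15)K9me1 peptide (75 nM final), then 30 min with library compounds; streptavidin donor and nickel chelate acceptor beads (10 ug/mL final) added, 30 min dark.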
# TRb-SRC2 inh = inhibitors of human thyroid hormone receptor beta-SRC2 interaction. TRbeta-SRC2 peptide binding, fluorescence polarization; receptor liganded with 1 µM T3. Potency, µM (series often up to 106 µM), without a hit: top-dose activity change, negative = inhibition, usual class: inhibitors. 280,000 compounds, 0.065% hits;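 note: plate controls were bound peptide for no effect and peptide without receptor for full effect; nearly all actives have a fitted effect of over 50% in size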
#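 Compounds were added to 0.6 uM TRb ligand-binding domain and 20 nM Texas Red-labeled SRC2 peptide in Tris buffer containing 1 uM T3, incubated 5 hr at ambient temperature, then read by fluorescence polarization.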
# RECQ1 helicase = inhibitors of human RECQ1 DNA helicase; P46063; RECQ1 DNA unwinding, red fluorescence kinetic read; Potency, µM (titrated, usually from 57.3 µM), inactives show at the highest dose activity, negative = inhibition, hits mostly inhibitors; 240,000 compounds, 0.54% hits; AID 2549;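 note: plate controls were vehicle for no effect and no enzyme for full effect; nearly all actives have a fitted effect of over 30% in size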
#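 50 nM RECQ1T1 preincubated 15 min with compound in Tris pH 8.0 buffer with MgCl2, DTT, Tween-20 and 2.5 ug/ml poly(dI-dC); started with 200 nM TAMRA/BHQ-2 forked duplex and 2 mM ATP. Unwinding read as fluorescence (525/598 nm), two reads 2 h apart.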
# The depositor's hits bear a star; ? = inconclusive; · = not tested or not shown; [ ] = another dose, or the depositor's remark. Unless noted, calls come from the whole dose curve; as a rule, active = well fitted curve in the direction sought with a large enough effect; inconclusive = small, poorly fitted or top-dose-only effect, or another doubt; inactive = no such curve, though single readings can be large; an effect the other way counts as inactive or inconclusive. Unless noted, % is set by controls: 0 for no effect and ±100 for the full control effect; potency is the fitted concentration of half-maximal effect.
SMILES	TR SRC2 fluor cs	L3MBTL1 block	TRb-SRC2 inh	RECQ1 helicase
CC(=O)OCC1=C[C@H]2[C@@H]3C(C)(C)[C@]3(OC(=O)Cc3ccccc3)C[C@@H](C)[C@]2(O)[C@@H]2C=C(C)C(=O)[C@@]2(O)C1	-6%	·	1%	14%
CC(C)(C)C(O)C(Cc1ccc(Cl)cc1Cl)n1cncn1 (stereo unspecified)	0%	·	0%	0%
Cc1ncc2n1-c1ccc(Cl)cc1C(c1ccccc1F)=NC2O (stereo unspecified)	1%	·	-10%	-2%
C[C@@H]1Cc2c(Cl)cc(C(=O)N[C@H](Cc3ccccc3)C(=O)O)c(O)c2C(=O)O1	2%	·	7%	-9%
COC(=O)C[C@@](O)(CCC(C)(C)O)C(=O)O[C@@H]1C(OC)=C[C@]23CCCN2CCc2cc4c(cc2[C@@H]13)OCO4	3%	·	9%	-7%
O[C@@H]1[C@@H]2O[P@@](O)(=S)OC[C@H]2O[C@H]1n1cnc2cc(Cl)c(Cl)cc21	?	·	-17%	-13%
Cc1cc(OC(=O)N(C)C)nn1C(=O)N(C)C	-23%	·	-2%	-9%
CC[C@]12C=CCN3CC[C@@]4(c5ccc(OC)cc5N(C)[C@H]4[C@@](O)(C(=O)OC)[C@@H]1OC(C)=O)C32 (stereo partly specified)	0%	·	6%	-2%
CCOC(=O)CCN(SN(C)C(=O)Oc1cccc2c1OC(C)(C)C2)C(C)C	0%	·	-7%	-6%
CC(=O)CC(c1ccc(O)cc1)c1c(O)c2ccccc2oc1=O (stereo unspecified)	0%	·	-2%	6%

# Overlap with the part before: six compounds; new compounds follow.
SMILES	TR SRC2 fluor cs	L3MBTL1 block	TRb-SRC2 inh	RECQ1 helicase
COC(=O)C[C@@](O)(CCC(C)(C)O)C(=O)O[C@@H]1C(OC)=C[C@]23CCCN2CCc2cc4c(cc2[C@@H]13)OCO4	3%	·	9%	-7%
O[C@@H]1[C@@H]2O[P@@](O)(=S)OC[C@H]2O[C@H]1n1cnc2cc(Cl)c(Cl)cc21	?	·	-17%	-13%
Cc1cc(OC(=O)N(C)C)nn1C(=O)N(C)C	-23%	·	-2%	-9%
CC[C@]12C=CCN3CC[C@@]4(c5ccc(OC)cc5N(C)[C@H]4[C@@](O)(C(=O)OC)[C@@H]1OC(C)=O)C32 (stereo partly specified)	0%	·	6%	-2%
CCOC(=O)CCN(SN(C)C(=O)Oc1cccc2c1OC(C)(C)C2)C(C)C	0%	·	-7%	-6%
CC(=O)CC(c1ccc(O)cc1)c1c(O)c2ccccc2oc1=O (stereo unspecified)	0%	·	-2%	6%
C[C@H]1CO1	2%	·	-1%	-22%
Cc1occc1C(=O)Nc1ccccc1	4%	·	-5%	-8%
CC(=O)C(O)C(c1ccccc1)c1c(O)c2ccccc2oc1=O (stereo unspecified)	-1%	·	-3%	-6%
Nc1nccc(-c2c(-c3ccc(F)cc3)ncn2C2CCNCC2)n1	4%	·	4%	-2%
CC(Cc1ccc(C(C)(C)C)cc1)CN1CCCCC1 (stereo unspecified)	1%	·	1%	-2%
CCCOCCN(C(=O)CCl)c1c(CC)cccc1CC	1%	·	-2%	-4%
CCCCCCCC/C=C\CCCCCCCC(=O)OC[C@@H](COP(O)(O)=S)OC	-2%	·	-1%	25µM*
C[C@@H](NC(=O)[C@@H](N)Cc1ccc(O)cc1)C(=O)NCC(=O)N(C)[C@@H](Cc1ccccc1)C(=O)NCCO	-3%	·	-4%	-14%
CC(Cc1ccc(C(C)(C)C)cc1)CN1CC(C)OC(C)C1 (stereo unspecified)	-26%	·	0%	-13%
CCN[C@@H](C)Cc1cccc(C(F)(F)F)c1	·	4%	·	·

# Following part
SMILES	TR SRC2 fluor cs	L3MBTL1 block	TRb-SRC2 inh	RECQ1 helicase
CCOc1ccc(N2C(=O)CC(=O)NC2=O)cc1	·	-2%[2.29 µM]	·	·
O=C(CCC(=O)N1C[C@H]2C[C@@H](C1)c1cccc(=O)n1C2)NCc1ccc(F)cc1	·	-2%	·	·
COCCn1c(O)c(/C=N/NC(=O)CSC(=S)N2CCCC2)c(=O)[nH]c1=S	·	2%	·	·
CC(C)CNC(=O)/C=C/C=C/CCCCCC/C=C/c1ccc2c(c1)OCO2	·	-4%	·	·
COCCNC(=O)CN1C2CCC1CC(O)(c1cccnc1)C2 (stereo unspecified)	·	0%	·	·
COc1ccccc1CCNCc1cccc(C(F)(F)F)c1	·	-1%	·	·
C[C@]12CCC3C(CC[C@H]4C[C@@H](O)CC[C@]34C)C1CC[C@@H]2O (stereo partly specified)	·	6%	·	·
COC(=O)C1=C(c2cccc(C#N)c2)C[C@@H]2CC[C@H]1N2C(=O)NCCc1ccccc1	·	-4%	·	·
COc1ccc(CNC(=O)CCC(=O)N2C[C@H]3C[C@H](C2)c2cccc(=O)n2C3)cc1OC	·	11%	·	·
Cn1cccc1C1CCCN1CC(=O)Nc1ccc(C#N)c(Cl)c1 (stereo unspecified)	·	-10%	·	·

# New compounds follow
SMILES	TR SRC2 fluor cs	L3MBTL1 block	TRb-SRC2 inh	RECQ1 helicase
C[n+]1c(-c2ccccc2)sc2ccccc21	·	2%	·	·
Cc1ccc(C(C)C)c(OCC(=O)N2CCN(CC(=O)N3CCOCC3)CC2)c1	·	2%	·	·
CCCCn1c(=O)c(C(=O)Nc2ccccc2N)c(O)c2ccccc21	·	20%	·	·
CN1C2CCC1C(C(=O)O)C(O)C2 (stereo unspecified)	·	1%	·	·
CCOc1ccccc1CN1C2CCC1CC(c1ccc(C)cc1)C2 (stereo unspecified)	·	1%	·	·
O=C(COC(=O)Cc1ccccc1)NC(=O)NC1CCCCC1	·	-4%	·	·
CC(OC(=O)COc1ccc(Nc2ccccc2)cc1)C(=O)N(C)c1ccccc1 (stereo unspecified)	·	?	·	·
COc1ccc(CN2CCCC(C(=O)c3ccc(Cl)cc3)C2)c(O)c1 (stereo unspecified)	·	-7%	·	·
C[n+]1ccc(-c2ccccc2)c2ccccc21	·	-1%	·	·
O=C(COc1ccc2ccc(=O)oc2c1)N1C[C@H]2C[C@@H](C1)c1cccc(=O)n1C2	·	3%	·	·

# 3 compounds already listed, sorted by number of heavy atoms, rising:
SMILES	TR SRC2 fluor cs	L3MBTL1 block	TRb-SRC2 inh	RECQ1 helicase
C[n+]1ccc(-c2ccccc2)c2ccccc21	·	-1%	·	·
CCOc1ccccc1CN1C2CCC1CC(c1ccc(C)cc1)C2 (stereo unspecified)	·	1%	·	·
CCCCn1c(=O)c(C(=O)Nc2ccccc2N)c(O)c2ccccc21	·	20%	·	·

# Following part
SMILES	TR SRC2 fluor cs	L3MBTL1 block	TRb-SRC2 inh	RECQ1 helicase
Cc1nc2ccc(Cl)cc2c(=O)n1-c1ccccc1Cl	·	-1%	·	·
CN(C)C1(CNC(=O)c2cc(S(=O)(=O)N3CCOCC3)c(Cl)cc2Cl)CCCCC1	·	3%	·	·
C[C@]12CC[C@H](O)CC1C(=O)CC1C2CC[C@@]2(C)C1CC[C@@H]2O (stereo partly specified)	·	-1%	·	·
CC(N)Cc1cn(Cc2ccccc2)c2ccccc12 (stereo unspecified)	·	-1%	·	·
COC(=O)C1=C(c2ccc(OCc3ccccc3)cc2)C[C@@H]2CC[C@H]1N2C(=O)NCCN1CCOCC1	·	0%	·	·
C[C@]12CC[C@H](O)CC1=CCC1C2CC[C@@]2(C)C1C[C@@H](O)[C@@H]2O (stereo partly specified)	·	-4%	·	·
C[C@]12CCC3C(CC[C@H]4C[C@@H](O)CC[C@]34C)C1C[C@H](Br)[C@@H]2O (stereo partly specified)	·	-2%	·	·
Cc1ccccc1-[n+]1c(-c2ccccc2)cc(-c2ccccc2)cc1-c1ccccc1	·	2%	·	·
CC1=C2C(=O)C3C(CC=C4CC(O)CCC43C)C2CCC12OC1CC(C)CNC1C2C (stereo unspecified)	·	0%	·	·
COC(=O)C1=C(c2cccc(C#N)c2)C[C@@H]2CC[C@H]1N2C(=O)NCCOc1ccccc1	·	4%	·	·

# (continued)
SMILES	TR SRC2 fluor cs	L3MBTL1 block	TRb-SRC2 inh	RECQ1 helicase
COC(=O)C1=C(c2cccc(OCc3ccccc3)c2)C[C@@H]2CC[C@H]1N2C(=O)NCCOc1ccc(OC)cc1	·	-2%	·	·
O=C(O)C1C2CCC(O2)C1C(=O)Nc1ccc(F)c(F)c1 (stereo unspecified)	·	0%	·	·
CCCCn1c(=O)c(C(=O)Nc2cccc(C)c2)c(O)c2ccccc21	·	8%[2.29 µM]	·	·
COC(=O)C1=C(c2ccc(F)cc2OCc2ccccc2)C[C@@H]2CC[C@H]1N2C(=O)NC1Cc2ccccc2C1	·	-9%	·	·
O=C(COC(=O)Cc1ccccc1)NCCNC(=O)COC(=O)Cc1ccccc1	·	5%	·	·
CC1CCCC(NC(=O)COC(=O)c2cn(C)c3ccccc23)C1C (stereo unspecified)	·	1%	·	·
COc1ccc(-c2nn(CCC#N)cc2C(=O)NCc2ccccc2)cc1OC	·	-1%	·	·
COC(=O)C1=C(c2ccc(F)cc2F)C[C@@H]2CC[C@H]1N2C(=O)NC1Cc2ccccc2C1	·	-4%	·	·
COC(=O)C1=C(c2ccc(-c3ccccc3)c(F)c2)C[C@@H]2CC[C@H]1N2C(=O)N1CCCC1	·	-13%	·	·
Oc1ccc2c3c1OC1c4[nH]c5ccccc5c4C[C@@]4(O)C(C2)N(CC2CC2)CC[C@]314 (stereo partly specified)	·	?	·	·

# Going on with the list.
SMILES	TR SRC2 fluor cs	L3MBTL1 block	TRb-SRC2 inh	RECQ1 helicase
O=C(Cc1ccccc1F)N1CCN(CC(=O)N2CCCC2)CC1	·	4%	·	·
O=C1NC(=O)C(=Cc2ccc(-c3ccc(F)cc3O)o2)C(=O)N1	·	?	·	·
COc1cc(C)c(CN2CC=C(c3ccc(F)cc3)CC2)cc1C	·	4%	·	·
COc1ccc(OC)c(CNCCc2ccc(OC)c(OC)c2)c1	·	-2%	·	·
COC1=C(C)C(=O)O[C@]12C(=O)C(C)=C1CCCCN3[C@H]([C@@H]4C[C@H](C)C(=O)O4)CC[C@]132	·	4%	·	·
COC(=O)C1=C(c2ccc(-c3ccccc3)c(F)c2)C[C@@H]2CC[C@H]1N2C(=O)NCC1CC1	·	2%	·	·
COC(=O)C1=C(c2cccc(OCc3ccccc3)c2)C[C@@H]2CC[C@H]1N2C(=O)NCc1ccccc1	·	-6%	·	·
COC(=O)C1=C(c2ccc(OC(F)(F)F)cc2)C[C@@H]2CC[C@H]1N2C(=O)NC1CC1	·	3%	·	·
CCCCn1c(=O)c(C(=O)Nc2ccc(C)cn2)c(O)c2ccccc21	·	5%	·	·
C[C@]12CCC3C(CC[C@H]4C[C@H](O)CC[C@]34C)C1C[C@@H](CCCCl)[C@@H]2O (stereo partly specified)	·	-3%	·	·

# The listing continues:
SMILES	TR SRC2 fluor cs	L3MBTL1 block	TRb-SRC2 inh	RECQ1 helicase
NNC(=O)c1nc[nH]c1C(=O)Nc1ccc(Cl)cc1C(=O)c1ccccc1	·	-8%	·	·
COc1ccc(C(=O)C2CCCN(CCO)C2)c(C)c1 (stereo unspecified)	·	4%	·	·
O=C(OC1CC2CCC(N2)C1C(=O)O)c1ccccc1 (stereo unspecified)	·	3%	·	·
COc1cc([C@H]2OC[C@H]3[C@@H]2CO[C@@H]3c2cc(OC)c(O[C@@H]3O[C@H](CO)[C@@H](O)[C@H](O)[C@H]3O)c(OC)c2)cc(OC)c1O[C@H]1O[C@@H](CO)[C@H](O)[C@@H](O)[C@@H]1O	·	5%	·	·
O=C(Cc1ccccc1)OCC(=O)c1ccc(F)cc1	·	10%	·	·
COC(=O)C1=C(c2cccc(C#N)c2)C[C@@H]2CC[C@H]1N2C(=O)NC1CCCCC1	·	-5%	·	·
COC(=O)C1=C(c2ccc(F)cc2OCc2ccccc2)C[C@@H]2CC[C@H]1N2C(=O)NC1CC1	·	-3%	·	·
C[C@@H]1CC2C3CC=C4C[C@@H](O)CC[C@]4(C)C3CC[C@]2(C)[C@H]1O (stereo partly specified)	·	5%	·	·
Brc1cccc(CNCCc2ccc3c(c2)OCO3)c1	·	-1%	·	·
Cc1ccc(C[n+]2c(-c3ccc(C)cc3)cc(-c3ccc(C)cc3)cc2-c2ccc(C)cc2)cc1	·	-11%	·	·

# Not all compounds are listed; the hit share may differ from the screen's.
